NCF1 inh – inhibitors of human p47phox binding; P14598; p47phox/p22phox peptide binding, fluorescence polarization, 2 h; inhibition, % at 24.7 µM; actives 0.53% (n = 220,000); AID 1274;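 also: 0% = p47phox with labelled peptide and 100% = labelled peptide alone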
Target sequence (P14598 whole entry, looked up): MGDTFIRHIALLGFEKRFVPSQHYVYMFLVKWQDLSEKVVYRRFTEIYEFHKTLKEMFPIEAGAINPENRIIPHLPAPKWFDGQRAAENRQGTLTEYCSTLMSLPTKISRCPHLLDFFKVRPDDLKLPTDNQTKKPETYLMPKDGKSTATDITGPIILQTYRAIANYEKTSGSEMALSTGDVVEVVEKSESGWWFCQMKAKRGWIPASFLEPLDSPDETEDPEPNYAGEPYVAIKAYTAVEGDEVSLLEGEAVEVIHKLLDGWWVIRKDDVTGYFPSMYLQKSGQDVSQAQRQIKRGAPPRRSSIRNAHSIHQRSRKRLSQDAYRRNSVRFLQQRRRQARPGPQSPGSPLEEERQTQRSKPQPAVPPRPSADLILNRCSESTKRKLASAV
eIF4E 4G PPI – inhibitors of eIF4E and eIF4G interaction in translation initiation | inhibition, % at 21.7 µM | actives 0.37% (n = 220,000) | TR-FRET eIF4E-eIF4GI(517-606) binding, 2 h;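 also: 0% = full FRET control wells and 100% = background wells lacking eIF4GI fragment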
Furin inh – human furin inhibition; purified furin, fluorogenic substrate cleavage; inhibition, % at 30 µM; AID 463115; actives 0.061% (n = 220,000); P09958; in the data active = inhibition above about 25%; also: inactives centre near -15
KLK5 inh – kallikrein 5 (human) inhibition. Q9Y337. recombinant hK5, fluorogenic AMC substrate cleavage. inhibition, % at 5 µM. actives 0.59% (n = 210,000). AID 873;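 active = inhibition of 40% or more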;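 also: 0% = enzyme controls without compound and 100% = no-enzyme blanks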
Target sequence (Q9Y337 67-293 limits assumed): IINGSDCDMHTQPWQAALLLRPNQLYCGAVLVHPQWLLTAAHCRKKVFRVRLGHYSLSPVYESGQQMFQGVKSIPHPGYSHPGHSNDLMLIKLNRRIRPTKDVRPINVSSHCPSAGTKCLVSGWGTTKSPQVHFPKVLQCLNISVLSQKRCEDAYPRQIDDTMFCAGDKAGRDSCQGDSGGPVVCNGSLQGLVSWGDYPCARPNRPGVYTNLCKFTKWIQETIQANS
EBV gp42 inh – EBV gp42 inhibition; Q1HVG2; Fluorescence polarization binding assay, mP read-out; inhibition, % (tested at 21.74 µM); actives 0.42% (n = 220,000); AID 1085; in the data active = inhibition above about 50%
14-3-3 Bad inh – disrupts binding of bovine 14-3-3 zeta to phospho-Bad peptide; TR-FRET 14-3-3zeta/Dy647-pBad peptide displacement, 1 h; inhibition, % at 21.7 µM; P63103; AID 781; actives 0.71% (n = 220,000);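 active = inhibition above about 70%, limit read from the data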;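 also: 0% = full 14-3-3 plus peptide FRET controls and 100% = background without 14-3-3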
Target sequence (P63103 whole entry, looked up): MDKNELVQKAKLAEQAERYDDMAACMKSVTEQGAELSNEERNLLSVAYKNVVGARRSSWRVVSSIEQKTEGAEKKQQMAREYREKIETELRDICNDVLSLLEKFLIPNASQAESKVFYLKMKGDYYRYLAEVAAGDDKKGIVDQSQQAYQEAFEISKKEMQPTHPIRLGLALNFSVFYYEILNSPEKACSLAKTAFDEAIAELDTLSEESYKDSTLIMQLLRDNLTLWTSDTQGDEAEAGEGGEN
Cl transport mod – KCC2 (human) Cl- transport modulation; Q9H2X9; KCC2 cells, thallium flux FluoZin-2 fluorescence; AID 1456; actives 2.2% (n = 190,000); B-score of Tl+ flux slope (higher = more flux/activation; lower = inhibition) at 10 µM;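 active = thallium flux slope and its plate-corrected score both differing from the plate sample mean at a set confidence after two filtering rounds, in either direction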;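 also: slope of fluorescence scaled to starting intensity during 10 to 20 s after thallium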
Thrombin inh – inhibitors of human thrombin | P00734 | actives 0.26% (n = 220,000) | AID 1046 | alpha-thrombin, Boc-VPR-AMC fluorogenic substrate cleavage | inhibition, % at 5 µM;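 active = inhibition at or above 40%; inactive = inhibition below 40%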;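 also: 0% = enzyme with no compound and 100% = wells without enzyme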
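Material: human alpha-thrombin protein; Also added: Boc-VPR-AMC substrate, 15 µM final; Timing: enzyme reaction carried out at room temperature; Signal: fluorescence, ex 355 nm, em 460 nm; Measure: % inhibition of thrombin; Controls: enzyme without compound as high, wells lacking enzyme as low.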
Rad51 HR inh – blocks human Rad51 in homologous recombination | Q06609 | hRad51 DNA strand exchange, fluorescence dequenching | inhibition, % at 10 µM | actives 0.085% (n = 200,000) | AID 1385;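 active = inhibition above 40% at the single screening dose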;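 also: 0% = DMSO control wells and 100% = blanks with heterologous ssDNA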
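Material: human Rad51–ssDNA filaments; Probe or stimulus: labelled 47-mer dsDNA for strand exchange; Doses: single 10 µM dose; Incubation: 37 °C 15-min filament assembly, 30-min compound preincubation, 15-min exchange; Technique: FRET fluorescence dequenching, excitation 485 nm, emission 520 nm; Measure: Fluorescence-based percent inhibition, control- and blank-normalised; Benchmarks: plate control and blank wells.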
The depositor's hits bear a star; nt = no result given; [ ] = dose if it differs, or a comment.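 The calls were made as follows, unless noted: active = inhibition above about 30% (limit read from the data); inactive = the rest.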 Rows were taken by chance (roughly 4.7% active in at least one column).

#	structure	NCF1 inh	eIF4E 4G PPI	Furin inh	KLK5 inh	EBV gp42 inh	14-3-3 Bad inh	Cl transport mod	Thrombin inh	Rad51 HR inh
1	CCCCOCCCNc1ncnc2c1[nH]c1ccccc12	-21	1	-20[20 µM]	8	-8	-1	-8.1	9	4
2	Cc1ccc(NC(=O)CC2SC(=NCC3CCCO3)NC2=O)cc1Cl (stereo not drawn)	-11	0	-21	3	-5	2[fluorescence artefact?]	0.0091	-6	2
3	Cc1cccc(NCc2cc(Cl)cc(Cl)c2O)n1	-5	0	-15[20 µM]	-10	-1	-6	-1.8	2	-2
4	CN(C)c1ccc(NC(=O)c2sc(SCC(=O)Nc3ccc(Br)cc3)nc2N)cc1	0	2	-20[20 µM]	4	-2	3	nt	5	-2
5	O=C(CNS(=O)(=O)c1ccc(Br)s1)N1CCN(C(=O)c2ccco2)CC1	8	4	-11[20 µM]	-15	-9	8	nt	0	-4
6	CSc1ccc(S(=O)(=O)Nc2ccc(S(=O)(=O)Nc3ccc(C)cc3)cc2)cc1	-8	-4	-16[20 µM]	-27	-7	-13	nt	-4	5
7	NC(=O)CSc1nnc(CNc2ccc(F)cc2)n1CC1CCCO1 (stereo not drawn)	-4	3	-10	-24	-10	-8	-0.38	-3	0
8	NC(=O)c1nnsc1-c1ccc(-c2snnc2C(N)=O)cc1	-11	-3	-4	8	-1	-6	1	-5	-32

Next part, overlapping the part above by 2 compounds.
#	structure	NCF1 inh	eIF4E 4G PPI	Furin inh	KLK5 inh	EBV gp42 inh	14-3-3 Bad inh	Cl transport mod	Thrombin inh	Rad51 HR inh
7	NC(=O)CSc1nnc(CNc2ccc(F)cc2)n1CC1CCCO1 (stereo not drawn)	-4	3	-10	-24	-10	-8	-0.38	-3	0
8	NC(=O)c1nnsc1-c1ccc(-c2snnc2C(N)=O)cc1	-11	-3	-4	8	-1	-6	1	-5	-32
9	O=C(CSc1nc(CCC2CCCC2)nc2ccccc12)NCc1ccc2c(c1)OCO2	-3	-1[fluorescence artefact?]	-12	-21	-17	-16[fluorescence artefact?]	21*	2	2
10	Cn1c(SCc2ccccn2)nnc1-c1ccccc1	-1	-1	-33	2	-16	-7	0.09	-5	-3
11	N#CC1=C(S)N(c2ccccc2)C(c2cccs2)NC1=O (stereo not drawn)	-20	-3	-7[20 µM]	-28	-11	8	nt	-6	1
12	COc1ccc(NC(=S)NCCc2c[nH]c3ccccc23)c(OC)c1	-8	-1	-12	-13	10	3	-1.3	-8	nt
13	COc1ccc(-c2nnn(CC(=O)N3CCN(c4ccc(F)cc4)CC3)n2)cc1	0	-5	-16	-7	0	1	0.35	-51	23
14	Cc1sc2nc(CN3CCCCC3)nc(N3CCN(C(=O)c4ccco4)CC3)c2c1C	-1	0	-22	-13	9	-7	-2.5	-2	36
15	CC[C@@H](C)C(N)c1cn([C@@H](CCC(=O)O)C(=O)N2CCNCC2)nn1 (stereo partly drawn)	-6	1	-17	-2	-15	5	0.067	1	1
16	COc1ccc(Nc2nc(NCC3CCCO3)c3ccccc3n2)c(OC)c1 (stereo not drawn)	-4	0	-26	-5	8	-2	-0.34	-4	3
17	O=C(C1CC(c2ccc(F)cc2)=NO1)N1CCN(Cc2ccccc2)CC1 (stereo not drawn)	-10	-2	-6	-2	-15	7	nt	-3	4
18	NC(=O)c1ccc(NC(=O)COC(=O)c2cccc(Oc3ccccc3)c2)cc1	-36	0[fluorescence artefact?]	-12	-6	-19	-22	-0.4	-9	4
19	COc1ccc(Nc2nc(Nc3ccc(OC)cc3OC)nc(N3CCN(C)CC3)n2)c(OC)c1	-26	1	-28	-10	-4	4	-0.5	1	nt
20	O=C1NC(=O)/C(=C/c2cccc([N+](=O)[O-])c2)N1	-8	-3	-14	-8	-8	-3	0.73	0	6
21	O=C(Nc1cccnc1)C1CC(c2ccccc2O)=NO1 (stereo not drawn)	-4	2	-11[20 µM]	-13	-7	3	0.0016	1	6
22	Cc1nnc(-c2ccc(Cl)cc2)[nH]c1=O	0	1	-15	nt	1	4	-0.043	-1	nt
23	Fc1ccc(NC(=S)Nc2ccc(Cl)cc2Cl)cc1	-5	1	-19	-8	3	-18	4.5*	9	-64
24	CCCCCCOc1ccc(N2C(=O)CC(NCc3ccc(S(N)(=O)=O)cc3)C2=O)cc1 (stereo not drawn)	-12	0	-27	0	-10	-1	0.39	-1	2
25	COC(=O)CSc1nnc(-c2sc3cc(OC)ccc3c2Cl)n1C	14	7	-19[20 µM]	3	4	3	-0.76	0	-4
26	C=CCOc1ccc(CNc2ccc3[nH]c(=O)[nH]c3c2)cc1OC	14	11	-2	-7	-4	5	0.84	-8	-8
27	COc1ccc(-c2cccc(C(=O)Nc3ccc(OC)c(OC)c3)c2)cc1	-9	-13	-20	-2	15	-2	-0.049	-5	-1
28	CCOC(=O)C1CCN(C(C)=C2C(=O)c3ccccc3C2=O)CC1	-3	-9	-15[20 µM]	-15	-3	-21	0.67	-3	4
29	CCC(C)N(C(=O)COC(=O)Cc1n[nH]c(=O)c2ccccc12)C1CCS(=O)(=O)C1 (stereo not drawn)	-1	-5	-24	0	-19	-9	-0.14	2	-1
30	O=C(N/C(=C/c1ccccc1)C(=O)N1CCCCCC1)c1ccccc1	-4	-1	-22	4	2	-15	-0.71	7	-2
31	CCN(CC)S(=O)(=O)c1ccc(-c2cc(C(=O)OC)sc2C(F)(F)F)cc1	-17	-8	-4	0	4	-15	0.15	-4	-12
32	C/C(=N\Nc1ccc(S(=O)(=O)Nc2ccccc2)cc1[N+](=O)[O-])c1ccncc1	0	-5	-19	3	1	-5	0.29	-4	-13

For convenience, part of the list above:
#	structure	NCF1 inh	eIF4E 4G PPI	Furin inh	KLK5 inh	EBV gp42 inh	14-3-3 Bad inh	Cl transport mod	Thrombin inh	Rad51 HR inh
15	CC[C@@H](C)C(N)c1cn([C@@H](CCC(=O)O)C(=O)N2CCNCC2)nn1 (stereo partly drawn)	-6	1	-17	-2	-15	5	0.067	1	1
16	COc1ccc(Nc2nc(NCC3CCCO3)c3ccccc3n2)c(OC)c1 (stereo not drawn)	-4	0	-26	-5	8	-2	-0.34	-4	3
17	O=C(C1CC(c2ccc(F)cc2)=NO1)N1CCN(Cc2ccccc2)CC1 (stereo not drawn)	-10	-2	-6	-2	-15	7	nt	-3	4
18	NC(=O)c1ccc(NC(=O)COC(=O)c2cccc(Oc3ccccc3)c2)cc1	-36	0[fluorescence artefact?]	-12	-6	-19	-22	-0.4	-9	4
19	COc1ccc(Nc2nc(Nc3ccc(OC)cc3OC)nc(N3CCN(C)CC3)n2)c(OC)c1	-26	1	-28	-10	-4	4	-0.5	1	nt
20	O=C1NC(=O)/C(=C/c2cccc([N+](=O)[O-])c2)N1	-8	-3	-14	-8	-8	-3	0.73	0	6
21	O=C(Nc1cccnc1)C1CC(c2ccccc2O)=NO1 (stereo not drawn)	-4	2	-11[20 µM]	-13	-7	3	0.0016	1	6
22	Cc1nnc(-c2ccc(Cl)cc2)[nH]c1=O	0	1	-15	nt	1	4	-0.043	-1	nt
23	Fc1ccc(NC(=S)Nc2ccc(Cl)cc2Cl)cc1	-5	1	-19	-8	3	-18	4.5*	9	-64
24	CCCCCCOc1ccc(N2C(=O)CC(NCc3ccc(S(N)(=O)=O)cc3)C2=O)cc1 (stereo not drawn)	-12	0	-27	0	-10	-1	0.39	-1	2
25	COC(=O)CSc1nnc(-c2sc3cc(OC)ccc3c2Cl)n1C	14	7	-19[20 µM]	3	4	3	-0.76	0	-4
26	C=CCOc1ccc(CNc2ccc3[nH]c(=O)[nH]c3c2)cc1OC	14	11	-2	-7	-4	5	0.84	-8	-8
27	COc1ccc(-c2cccc(C(=O)Nc3ccc(OC)c(OC)c3)c2)cc1	-9	-13	-20	-2	15	-2	-0.049	-5	-1
28	CCOC(=O)C1CCN(C(C)=C2C(=O)c3ccccc3C2=O)CC1	-3	-9	-15[20 µM]	-15	-3	-21	0.67	-3	4
29	CCC(C)N(C(=O)COC(=O)Cc1n[nH]c(=O)c2ccccc12)C1CCS(=O)(=O)C1 (stereo not drawn)	-1	-5	-24	0	-19	-9	-0.14	2	-1

Carrying on:
#	structure	NCF1 inh	eIF4E 4G PPI	Furin inh	KLK5 inh	EBV gp42 inh	14-3-3 Bad inh	Cl transport mod	Thrombin inh	Rad51 HR inh
33	CSc1nc(C)c2c(n1)N(c1ccc(C(C)C)cc1)CC2	-13	1	-12[20 µM]	-5	-24	-8	-0.9	2	nt
34	BrC(/C=C\c1ccccc1)=N/Nc1nc(N2CCOCC2)nc(N2CCOCC2)n1	2	2	-4	-2	-3	-3	-1.6	0	-14
35	CC(=O)c1cccc(NC(=S)NCCCCc2ccccc2)c1	-20	0	-7	-6	-4	-1	-3.2	8	-7
36	COc1ccccc1N1C(=O)CC(Sc2n[nH]c(-c3cccc(C)c3)n2)C1=O (stereo not drawn)	-5	14	-11	-32	9	-16	-0.045	-3	0
37	O=C(c1ccccc1F)N1CCN(c2cccc(C(F)(F)F)c2)CC1	3	3	-9	-2	-12	7[fluorescence artefact?]	-1.3	-1	3
38	C#CCN1C(=O)C(O)(CC(=O)c2cccc(OC)c2)c2ccccc21 (stereo not drawn)	-12	-7	-29[20 µM]	0	-10	10	1.2	3	1
39	COCCCNC(=O)CCS(=O)(=O)Cc1ccc(C)cc1	-14	0	2	3	-11	6	nt	-1	-4
40	O=C(NCc1ccco1)c1ccc(COc2cc(Cl)ccc2Cl)cc1	0	0[fluorescence artefact?]	-15	-6	6	5	0.11	-12	0
41	CCCCOc1ccc(C(O)C(CN2CCCCC2)c2ccccc2)cc1 (stereo not drawn)	-17	1	-34	0	-5	-11	0.61	8	7
42	Cc1cccc(C)c1Nc1nnc(SCc2nc3ccccc3s2)s1	-71	-4	-11	-10	-9	-8[fluorescence artefact?]	-2.2	0	-20
43	CCOC(=O)C1=C(CSc2nccn2C)NC(=O)NC1c1ccc2c(c1)OCO2 (stereo not drawn)	-19	7	-14[20 µM]	-5	2	-10	-0.14	-2	3
44	CCC1Oc2ccc(C)cc2N(CC(=O)NCc2cc(OC)ccc2OC)C1=O (stereo not drawn)	-4	9	-20	2	-8	9	0.43	-8	-5
45	Cc1c(-c2ncn[nH]2)sc(C#N)c1-c1ccccc1	-6	-2	-25	-3	-19	-4	-1.8	-7	-2
46	CC(O)CNCCCOc1ccccc1OCc1ccccc1 (stereo not drawn)	9	-2	-23	1	-3	24	0.95	-10	0
47	CCOC(=O)c1ccc(S(=O)(=O)N2CCN(S(=O)(=O)CC)CC2)cc1	2	-1[fluorescence artefact?]	-18	-2	-21	6	-0.9	-3	3
48	CCSc1ccccc1C(=O)NC1CCCCC1	-1	-1	-23	-4	-6	-2	-0.98	-10	8
49	CCc1ccc2[nH]c(=O)c(CN(Cc3ccc4c(c3)OCO4)C(=O)c3ccco3)cc2c1	-9	-5	-16	-12	0	2	-0.37	-10	3
50	CCOC(=O)C1=C(C(F)(F)F)Nc2ncnn2C1c1cc(OC)c(OC)cc1OC (stereo not drawn)	-16	2	-23	-22	-25	-14[fluorescence artefact?]	0.98	-6	-4
51	O=C(Cc1ccccc1[N+](=O)[O-])NCCC1=CCCCC1	5	1	-19	-4	3	3	1.1	-9	-2
52	CCCn1c(SCC(=O)NC23CC4CC(CC(C4)C2)C3)n[nH]c1=O	-10	2	-11[20 µM]	2	-18	9	-0.38	-1	-7
53	COc1ccc(-n2c(Cc3cccn3C)nnc2SCC(=O)N2CCCC2)cc1	-10	3	-21	-7	0	5[fluorescence artefact?]	1.9	2	-1
54	Cc1ccc2c(c1)nc(NCCCO)n2C	-7	-6	-29[20 µM]	-4	-10	4	nt	5	-4

High-throughput results (PubChem BioAssay)
